Assay outcomes (PubChem)
V1aR counter – agonists of human V1a receptor, primary screen, counter-screen for OXTR agonist project, fluorescence, CHO-V1R cells. AID 2797, 2010. hit rate 0.25% among 320,000. activation, % at 3 µM. Vasopressin V1a receptor (Homo sapiens), P37288. Fluo-8 calcium fluorescence, agonist mode; 0% DMSO, 100% 3 nM vasopressin;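 active = activation above the mean activation of all tested compounds plus 3 SD, per screening run, cut at about 20% in these data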;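 also: signal is peak over basal fluorescence ratio across a 100 second FLIPR read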
CHO-K1 Ca PAM – nonselective calcium activators in parental CHO-K1 cells, primary screen, counter-screen for M1 PAM project, cell-based, Fluo-8 calcium fluorescence, full deck, 1536-well; ATP EC20; 0% at ATP EC20, 100% at ATP max; activation, % at 3 µM; hit rate 0.02% among 360,000; AID 602247, 2012;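 active = activation above the run cutoff, the mean activation of all test compounds plus 3 SD, cut at about 40% in these data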;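 also: peak over basal fluorescence ratio in a 140 s read after ATP addition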
CHO parental Ca – ATP-evoked calcium signal inhibitors, parental CHO, primary screen, counter-screen for OX1R antagonist project, cell-based, fluorescence, Fluo-8 calcium dye | parental CHO-K1, ATP-induced calcium, Fluo-8 fluorescence | inhibition, % at 5.6 µM | hit rate 0.63% among 330,000;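 active = inhibition above that plate's mean sample inhibition plus 3 SD, cut at about 26% in these data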;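 also: 0% = ATP-challenged DMSO wells and 100% = DMSO wells without ATP; some compounds past the cut are filed as inactive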
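Assay system: untransfected parental CHO cell line. Also added: ATP agonist challenge. Dosing: one dose, 5.6 µM nominal. Measured by: Fluo-8 fluorescence. Read-out: % inhibition. Benchmarks: ATP wells versus no-ATP DMSO wells. Repeats: no replicates.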
GPR7 antag – GPR7 receptor antagonists, primary screen, cell-based, fluorescence, single concentration; AID 1861, 2009; Neuropeptides B/W receptor type 1 (Homo sapiens), P48145; hit rate 1.1% among 290,000; inhibition, % at 4.4 µM; GPR7-expressing cells, fluorescence antagonist assay; in the data active = inhibition above about 16%, passing the limit was not always enough;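 also: cells stimulated with the agonist NPW; 0% = agonist with vehicle and 100% = vehicle without agonist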
Target sequence (P48145 whole entry, looked up): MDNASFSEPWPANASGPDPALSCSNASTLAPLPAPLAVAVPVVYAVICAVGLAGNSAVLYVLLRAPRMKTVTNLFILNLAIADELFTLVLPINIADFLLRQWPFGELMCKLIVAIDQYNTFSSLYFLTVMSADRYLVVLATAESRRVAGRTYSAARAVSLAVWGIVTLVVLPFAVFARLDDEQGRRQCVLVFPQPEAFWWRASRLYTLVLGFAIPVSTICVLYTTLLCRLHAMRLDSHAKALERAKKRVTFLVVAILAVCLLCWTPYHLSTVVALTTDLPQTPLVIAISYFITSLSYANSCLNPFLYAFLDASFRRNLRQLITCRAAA
M1 ag parental – counter-screen for M1 agonists: effect in parental CHO-K1 cells | activation, % at 3 µM | Fluo-8 calcium fluorescence; scaled to maximal ATP response, vehicle zero | AID 602248, 2012 | hit rate 0.48% among 360,000; in the data active = activation above about 15%;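 also: untransfected CHO-K1 host cells lacking M1 receptor as counterscreen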
CHO-K1 Ca antag – M1 antagonist counterscreen hit in parental CHO-K1 cells. ATP-induced calcium, Fluo-8 fluorescence. inhibition, % at 3 µM. hit rate 0.6% among 360,000. AID 602250;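 active = inhibition above a per-plate cutoff, the plate's mean sample inhibition plus 3 SD, cut at about 24% in these data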;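 also: 0% = DMSO plus EC80 ATP and 100% = DMSO alone without ATP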
TAAR1 antagonist – human TAAR1 antagonists, primary screen, Fluo-8 calcium fluorescence, CHO RD-HGA16 cells; hit rate 1.5% among 360,000; inhibition, % at 3 µM; Trace amine-associated receptor 1 (Homo sapiens), Q96RJ0; antagonist;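 active = inhibition above a per-plate cutoff, the mean inhibition of test compounds on that plate plus 3 SD, cut at about 49% in these data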;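 also: 0% = DMSO plus EC80 beta-PEA response and 100% = DMSO alone without agonist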
Target sequence (Q96RJ0 whole entry, looked up): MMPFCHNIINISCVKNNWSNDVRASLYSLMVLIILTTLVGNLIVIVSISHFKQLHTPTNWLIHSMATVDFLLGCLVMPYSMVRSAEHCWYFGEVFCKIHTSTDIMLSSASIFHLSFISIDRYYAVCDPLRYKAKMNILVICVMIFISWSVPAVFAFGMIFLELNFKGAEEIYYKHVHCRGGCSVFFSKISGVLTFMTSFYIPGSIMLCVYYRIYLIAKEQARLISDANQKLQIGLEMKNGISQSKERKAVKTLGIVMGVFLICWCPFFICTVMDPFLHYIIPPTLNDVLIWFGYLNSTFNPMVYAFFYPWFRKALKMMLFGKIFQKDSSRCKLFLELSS
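Test system: RD-HGA16 CHO cells with stable hTAAR1 and Gα16 / Probe or stimulus: EC80 β-phenethylamine stimulus / Times: seeding 17-24 h prior, 75-min 37 °C, 30-min RT dye loading / Detection: Fluo-8 calcium-sensitive fluorescence / Read-out basis: % inhibition scaled between DMSO and EC80 PEA controls / Repeats: singlicate, one well per test compound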
OXTR ag – human OXTR agonists, primary screen, fluorescence, CHO-OTR cells, Fluo-8 calcium; Oxytocin receptor (Homo sapiens), P30559; Fluo-8 calcium fluorescence; normalized: DMSO 0%, oxytocin 100%; activation, % at 3 µM; hit rate 0.32% among 320,000; AID 2435, 2010;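 active = activation above the mean of all tested compounds plus 3 SD, cutoff set per screening run, cut at about 20% in these data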;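 also: peak over basal fluorescence ratio from a 100 s FLIPR kinetic read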
Target sequence (P30559 whole entry, looked up): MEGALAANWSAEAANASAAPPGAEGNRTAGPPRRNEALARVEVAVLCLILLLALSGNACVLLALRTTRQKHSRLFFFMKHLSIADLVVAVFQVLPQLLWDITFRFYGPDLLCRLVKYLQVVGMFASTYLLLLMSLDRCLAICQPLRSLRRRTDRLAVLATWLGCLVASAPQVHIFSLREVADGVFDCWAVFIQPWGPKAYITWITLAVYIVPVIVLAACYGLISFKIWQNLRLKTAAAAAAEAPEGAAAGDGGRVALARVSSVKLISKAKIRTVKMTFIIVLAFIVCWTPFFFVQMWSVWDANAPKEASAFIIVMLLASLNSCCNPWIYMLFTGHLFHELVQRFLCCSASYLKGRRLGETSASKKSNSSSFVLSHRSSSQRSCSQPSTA
OXTR potentiator – human OXTR potentiators, primary screen, fluorescence, CHO-OTR cells, Fluo-8 calcium. AID 2445, 2010. Oxytocin receptor (Homo sapiens), P30559. activation, % at 3 µM. Fluo-8 calcium fluorescence, potentiator mode; 0% = oxytocin EC15, 100% = EC100. hit rate 0.061% among 320,000;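 active = activation above that plate's cutoff, the mean activation of tested compounds plus 3 SD, cut at about 6.6% in these data, passing the limit was not always enough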;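 also: 100% uses oxytocin at 75 nM as the full agonist control; some results filed as inactive read as strong as hits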
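Dosing: Single dose, 3.0 µM nominal final compound concentration | Material: Human OTR in CHO cells | Technique: Kinetic Fluo-8 calcium fluorescence | Benchmarks: EC15 oxytocin alone as 0%, 75 nM oxytocin as 100% | Probe or stimulus: Oxytocin at about EC15, sub-maximal agonist stimulus | Incubation: Compound 6 min at room temperature before oxytocin, 100 s read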
The depositor's hits bear a star; · = no result given.

SMILES | V1aR counter | CHO-K1 Ca PAM | CHO parental Ca | GPR7 antag | M1 ag parental | CHO-K1 Ca antag | TAAR1 antagonist | OXTR ag | OXTR potentiator
COc1ccc2[nH]c(=O)c(CN(Cc3ccco3)C(c3nnnn3Cc3ccccc3)C(C)C)cc2c1 (stereo unspecified) | 0.9 | 12 | -10 | 0 | 2.6 | -8 | 12 | -0.8 | -1
CCCC(=O)N(CC(=O)Nc1sc(C)c(C)c1C(N)=O)Cc1ccccc1 | -0.5 | 14 | -22 | -5 | 2.9 | -13 | 5 | -0.8 | 7
CCCC(=O)c1ccc(N2CCN(C(=O)c3ccc(Br)cc3)CC2)c(F)c1 | -0.8 | 2 | -1 | 10 | -0.2 | -16 | -6 | -0.2 | -8
CCOc1ccccc1NC(=O)COc1cccc(-n2cnnn2)c1 | -0.1 | 0 | -6 | -11 | 1.4 | 6 | 17 | -1.0 | -3
COCCNC(=S)Nc1ccccc1[N+](=O)[O-] | 0.1 | -13 | -7 | -9 | -0.6 | -2 | 24 | -0.3 | -5
COC(=O)c1c(C)nn(-c2ccc(F)c(Cl)c2)c1-c1cc(C)on1 | 1.4 | 14 | -13 | -3 | 2.1 | -15 | -36 | -4.1 | -2
COc1ccccc1Nc1nc(-c2ccc3c(c2)NC(=O)CO3)cs1 | 1.3 | 20 | -17 | -6 | 3.7 | -5 | 36 | 1.9 | -11
COc1ccccc1/C=C1\SC(=O)N(CCC(=O)NCCCn2ccnc2)C1=O | 1.1 | -3 | -22 | -8 | 1.0 | -15 | -17 | 0.1 | -7
CC#CC(=O)N1CCC(n2nccc2NC(=O)c2ccc3c(c2)OCO3)CC1 | 3.7 | -1 | -14 | 4 | -0.3 | 6 | -21 | 0.6 | -1
Cc1sc(NC(=O)CN2CCOCC2)c(C(=O)c2ccccc2)c1C | -0.5 | 13 | -25 | -3 | 0.0 | 0 | 5 | -0.2 | -5
CC(=O)N1CCc2cc(S(=O)(=O)NC(C(=O)NCc3ccccc3)C(C)C)ccc21 (stereo unspecified) | 0.0 | 19 | -18 | 7 | 0.0 | -3 | -14 | 0.0 | -3
c1ccc(-c2noc(-c3ccc4ccccc4c3)n2)cc1 | 0.6 | -3 | -8 | 0 | -0.6 | -9 | -4 | 1.1 | 1
Cc1cc(NC(=O)C2CCN(S(=O)(=O)Cc3ccccc3)CC2)ccc1-n1cnnn1 | 2.7 | -3 | 1 | 15 | 1.0 | 9 | 22 | 3.2 | -9
O=C(CSc1ncnc2nc[nH]c12)NCCc1ccccc1 | -0.4 | 18 | -18 | -3 | 0.7 | -12 | -5 | 9.9 | -5
CCN(c1ccccc1)S(=O)(=O)c1cc(C(=O)NCC(c2ccco2)N2CCCCC2)ccc1C (stereo unspecified) | -0.9 | 6 | -20 | · | -1.3 | 0 | 1 | -1.6 | -5
Cn1c(=O)oc2cc(S(=O)(=O)N3CCC(C(=O)N4CCN(c5ccc(F)cc5)CC4)CC3)ccc21 | 4.2 | 13 | 2 | 23 | 7.1 | -2 | 11 | 2.3 | -8
CCOC(=O)C1(CCOC)CCN(Cc2cnc(-c3cccc(C)c3)nc2)CC1 | 1.6 | -9 | 3 | -19 | 0.1 | 5 | -1 | 0.7 | -4
O=C(N1CCOCC1)C1(c2ccccc2)CCCCC1 | 0.6 | -8 | -3 | -9 | 0.2 | -3 | -20 | -1.9 | -8
CCn1c(/C=C2\C(=O)N(C)c3ccccc32)nc2ccccc2c1=O | 0.3 | 13 | -13 | -4 | 2.1 | -4 | 6 | -0.3 | -11
N=C(N)N1CCc2ccccc21 | 0.4 | 23 | 5 | -5 | 0.7 | -15 | -1 | 0.9 | 5
COc1ccc(C(=O)COC(=O)c2ccccc2NS(=O)(=O)c2ccc(O)c([N+](=O)[O-])c2)cc1 | 4.8 | -18 | 7 | -6 | 3.2 | 0 | 10 | 4.2 | 0
CC(=O)OC(C(=O)NC1CCCCC1)c1ccncc1 (stereo unspecified) | 1.5 | 24 | -7 | -21 | 0.7 | -19 | 11 | 0.0 | -3
CCOc1ncccc1C(=O)OCC(=O)Nc1cc(C)ccc1C | -0.3 | 10 | -11 | -11 | 0.7 | 3 | 11 | -1.6 | 0
CN(C)c1ccc(/C=C2\c3ccccc3C(=O)N2c2ccccc2)cn1 | · | 8 | · | · | 1.9 | 0 | 15 | · | ·
Oc1ccc(/C=N/Nc2cc(N3CCCC3)nc(N3CCCC3)n2)cc1 | -0.4 | 20 | -5 | -13 | 1.9 | -6 | 5 | -0.6 | -3
CCN(C(=O)c1cc2c(=O)[nH]c3ccc(C)cc3c2s1)c1cccc(C)c1 | -0.1 | 16 | -13 | -15 | -0.1 | -9 | -36 | -0.2 | -3
OC[C@@H]1CN(Cc2ccc(F)cc2)C[C@H](n2cnc3c(NC4CCCC4)ncnc32)O1 | · | 0 | · | · | 1.2 | 9 | -3 | · | ·
Cc1cc(OCC(=O)NC2CC2)c2c(C)c(C)c(=O)oc2c1 | -0.1 | -8 | -14 | -5 | 0.7 | -12 | -14 | -0.8 | -2
C=CCNCc1cccn1-c1ccccc1 | -0.8 | 0 | -6 | 4 | -0.6 | 19 | 6 | 0.6 | 0
Cc1nn(C)c(C)c1/C=C(\C#N)S(=O)(=O)c1ccc(F)cc1 | · | 20 | · | · | 3.2 | -15 | -1 | · | ·
Cc1ccc2sc(NC(=O)CSc3nc(C)cc(C)c3C#N)nc2c1 | -0.3 | 28 | -3 | 6 | 0.4 | -36 | 2 | -0.3 | 0
Cc1nnc2sc(-c3cccc(NC(=O)c4cccnc4)c3)nn12 | 0.9 | -4 | 4 | -8 | -0.3 | -1 | 5 | -0.6 | -5
CCc1nn2c(=O)c(S(=O)(=O)Nc3ccc(C(C)C)cc3)c(C)nc2s1 | 6.8 | 19 | -5 | -12 | 4.4 | -8 | -17 | 4.0 | -9
O=C1Nc2cc(C(=O)NCCN3CCCCCC3)ccc2S/C1=C\c1ccccc1 | 4.0 | 12 | -14 | 2 | 2.9 | -14 | 1 | 4.3 | -9
O=S1(=O)CCN(Cc2ccc(Cl)c(C(F)(F)F)c2)CC1 | 6.9 | 5 | 26 | -20 | 2.4 | 0 | -15 | 4.8 | -1
CCOc1ccccc1C1CC(=O)Nc2c1c(=O)n(C)c(=O)n2C (stereo unspecified) | 0.3 | 15 | -11 | -8 | 0.2 | -2 | -2 | 0.3 | 0
O=C(Nc1ccccc1Cl)c1cc(C2CCCN(C(=O)C3CCCCC3)C2)on1 (stereo unspecified) | · | 15 | · | · | 2.5 | -18 | -20 | · | ·
CC(=O)c1cc2c(cc1NC(=O)CN1CCCCCCC1)OCO2 | -1.3 | 8 | -27 | -2 | 0.1 | -7 | 7 | 8.2 | -21
CC(=O)Nc1ccc(NC(=O)COC(=O)COc2ccc3ccccc3c2)cc1 | 11 | 5 | 3 | · | 8.8 | -10 | 30 | 13 | -10
COc1ccccc1C(=O)NCCC(=O)Nc1ccc(S(=O)(=O)N2C(C)CCCC2C)cc1 (stereo unspecified) | 3.2 | 10 | -19 | · | 2.8 | -3 | 1 | -0.5 | -9

Of the compounds above, 2 have a cyano group.
SMILES | V1aR counter | CHO-K1 Ca PAM | CHO parental Ca | GPR7 antag | M1 ag parental | CHO-K1 Ca antag | TAAR1 antagonist | OXTR ag | OXTR potentiator
Cc1nn(C)c(C)c1/C=C(\C#N)S(=O)(=O)c1ccc(F)cc1 | · | 20 | · | · | 3.2 | -15 | -1 | · | ·
Cc1ccc2sc(NC(=O)CSc3nc(C)cc(C)c3C#N)nc2c1 | -0.3 | 28 | -3 | 6 | 0.4 | -36 | 2 | -0.3 | 0

Later entries:
SMILES | V1aR counter | CHO-K1 Ca PAM | CHO parental Ca | GPR7 antag | M1 ag parental | CHO-K1 Ca antag | TAAR1 antagonist | OXTR ag | OXTR potentiator
Cc1ccc(S(=O)(=O)CCC(=O)NCCc2ccccc2)cc1 | -2.1 | 12 | -16 | -8 | 0.7 | -15 | -8 | -1.3 | -5
CCN(CC)CCCNc1nnc(C)c(=O)[nH]1 | 0.4 | 1 | 0 | -4 | 0.1 | -4 | 3 | 0.3 | -6
CSc1ccccc1C(=O)Nc1ccccc1C(=O)NC(C)C | -1.2 | -5 | -11 | -3 | 0.6 | -7 | -9 | -0.7 | -4
CN(C)C(CNC(=O)NC1CCCCC1)c1cccnc1 (stereo unspecified) | 0.4 | -5 | -8 | -4 | 0.2 | -2 | -6 | 0.3 | -7
Cc1nnc(SCC(=O)Nc2cccc(Br)c2)s1 | 1.8 | 18 | -5 | · | 1.9 | -20 | 8 | 1.6 | 0
COc1ccc2nc(SCC(=O)Nc3ccccc3C)[nH]c2c1 | 0.5 | 13 | -12 | -6 | 2.9 | -6 | -6 | 0.3 | -4
O=C(CN(Cc1ccco1)C(=O)c1ccc(N2CCCC2=O)cc1)Nc1ccccc1C(F)(F)F | 0.5 | 22 | -17 | · | 2.6 | -9 | -1 | -0.3 | 0
O=C(NNC1CC(=O)N(c2cccc(Cl)c2)C1=O)c1cccs1 (stereo unspecified) | 1.1 | 16 | 6 | -8 | 0.5 | -7 | -1 | -0.6 | -6
Cc1cc(C(=O)N2CCN(S(=O)(=O)c3ccccc3C#N)CC2)c(C)o1 | 0.0 | -4 | -1 | · | 0.5 | -8 | -9 | -0.3 | -2
CCC(=O)OC1(C)C(=O)C=C2C=C(c3ccc(C#N)cc3)OC=C2C1=O (stereo unspecified) | 0.1 | 5 | -11 | · | -0.4 | -2 | 11 | -0.9 | -6
CC(=O)Nc1ccc(S(=O)(=O)N2CCCC(C(=O)O)C2)cc1 (stereo unspecified) | -0.5 | 8 | -6 | -8 | 0.5 | -19 | 11 | -0.3 | -8
CCOC(=O)Oc1ccc2c(c1)C(C)=CC(C)(C)N2C(=O)OCC | 0.6 | 22 | -7 | -8 | 0.4 | -3 | 18 | -2.5 | -14
COc1ccc(S(=O)(=O)N2CCC(C(=O)NCc3ccccc3)CC2)cc1OC | -1.0 | -9 | -4 | -7 | -0.2 | 6 | 3 | -0.6 | -9
O=C(O)c1ccc(N/N=C/c2ccc(-c3cc(Cl)ccc3Cl)o2)cc1 | 0.1 | 5 | -3 | 5 | 0.2 | -10 | 22 | 1.1 | -3
CNC(=O)c1ccc(Nc2nnc(-c3ccc(C)c(S(=O)(=O)NCC4CCCO4)c3)c3ccccc23)cc1 (stereo unspecified) | -0.1 | 11 | -8 | 0 | -0.2 | -11 | 5 | -1.9 | 4
